# Screening data: PubChem, National Center for Advancing Translational Sciences (NCATS)
# HEK cytotox – HEK 293 cell cytotoxicity; 94,000 compounds, 6.6% hits; Potency, µM (highest dose often 115 µM), for inactives: at the top dose activity change, negative = cytotoxicity, most hits filed as inhibitors; HEK 293 viability, ATP luminescence (CellTiter-Glo), 48-72 h; further: potency means the concentration at half of the fitted maximal effect; nearly all actives have a fitted effect of over 60% in size
#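 HEK 293 cells at 250 cells/well were exposed to compounds by pintool transfer for 48 or 72 hr at 37 degree Celsius, 5% CO2. Viability was read as ATP-coupled luminescence with CellTiter-Glo after 10 min at room temperature.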
# SNCA expr inhib – SNCA gene expression inhibition; 140,000 compounds, 0.17% hits; Potency, µM (series often up to 57.2 µM), for inactives: at the top dose activity change, negative = inhibition, most hits filed as inhibitors; HEK-293 SNCA-luciferase knock-in, luminescence, 24 h;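 further: potency means the concentration at half of the fitted maximal effect; plate controls were DMSO cells for no effect and cell-free wells for full effect; nearly all actives have a fitted effect of over 45% in size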
# FLuc inh – Photinus pyralis luciferase inhibition. Potency, µM (highest dose often 115 µM), without a hit: top-dose activity change, negative = inhibition, hits mostly inhibitors. 76,000 compounds, 2.5% hits. AID 1347043. purified P. pyralis luciferase, luminescence, biochemical; further: potency means the concentration at half of the fitted maximal effect; nearly all actives have a fitted effect of over 65% in size
#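 Luminescence read by CCD imager after adding enzyme (10nM final) to wells holding compound, titrated in qHTS. Substrates 10uM each D-luciferin and ATP; buffer 50mM Tris acetate pH 7.5, 10mM Mg acetate, Tween-20, BSA.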
# 3T3 cytotox – kills NIH 3T3 cells | NIH 3T3 viability, CellTiter-Glo ATP luminescence, 48-72 h | Potency, µM (highest dose often 96.7 µM), inactives show top-dose activity change, negative = cytotoxicity, most hits filed as inhibitors | 94,000 compounds, 4.3% hits | AID 1345082; further: potency means the concentration at half of the fitted maximal effect; nearly all actives have a fitted effect of over 55% in size
#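 Luminescent ATP readout (CellTiter-Glo, 10 min RT) after 48 or 72 hr compound exposure of NIH 3T3 cells seeded at 400 cells/well in 1536-well format; quantitative HTS.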
# SNCA viab count – reduces viability of HEK-293 SNCA reporter cells; HEK-293-SNCA-luc viability, GF-AFC fluorescence, 24 h; AID 1671193; Potency, µM (top dose mostly 57.1 µM), for the others: top-dose activity change, negative = cytotoxicity, hits mostly cytotoxic; 150,000 compounds, 0.12% hits;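 further: potency means the concentration at half of the fitted maximal effect; 0% = DMSO-treated cells and -100% = medium-only wells without cells; nearly all actives have a fitted effect of over 30% in size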
#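 Cytotoxicity counterscreen: after 24 h compound treatment of genome-edited SNCA-luciferase HEK-293 cells, live-cell protease substrate GF-AFC read by fluorescence after 30 min; activity scaled between DMSO (0%) and medium-only (-100%), curves Hill-fitted.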
# IP6K1 inh – blocks human inositol hexakisphosphate kinase 1. IP6K1 kinase, ADP-Glo luminescence, 2 h; stronger effect = lower value. activity change, % (series mostly up to about 58 µM). 140,000 compounds, 0.81% hits. AID 1645851. Q92551; in the data active means activity change below about -25%
# Target sequence (Q92551 whole entry, looked up): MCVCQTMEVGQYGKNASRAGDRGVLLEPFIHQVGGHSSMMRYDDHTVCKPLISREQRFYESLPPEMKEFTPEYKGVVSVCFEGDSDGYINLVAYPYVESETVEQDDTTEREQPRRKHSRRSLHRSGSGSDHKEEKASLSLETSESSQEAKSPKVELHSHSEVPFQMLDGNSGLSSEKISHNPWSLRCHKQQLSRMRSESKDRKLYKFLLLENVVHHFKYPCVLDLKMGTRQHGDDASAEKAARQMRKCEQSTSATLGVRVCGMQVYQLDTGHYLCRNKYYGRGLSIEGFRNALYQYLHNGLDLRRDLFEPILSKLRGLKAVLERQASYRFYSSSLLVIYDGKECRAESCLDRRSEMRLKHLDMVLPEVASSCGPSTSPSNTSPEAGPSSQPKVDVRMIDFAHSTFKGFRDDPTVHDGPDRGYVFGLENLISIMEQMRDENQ
#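 ADP-Glo luminescence measures ADP made by human IP6K1 during a 2 h RT reaction with ATP/IP6 (mix at 1.3 mM/130 uM); top library doses 57.5 and 19.1 uM final.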
# GPT2 inhibitor – blocks human glutamate pyruvate transaminase 2 | Q8TD30 | 100,000 compounds, 0.25% hits | Potency, µM (doses to about 57.7 µM), for inactives: at the top dose activity change, negative = inhibition, usual class: inhibitors | Recombinant GPT2, coupled pyruvate oxidase/HRP Amplex Red fluorescence; further: potency means the concentration at half of the fitted maximal effect; nearly all actives have a fitted effect of over 60% in size; many of its hits are not listed in these tables
# Target sequence (Q8TD30 whole entry, looked up): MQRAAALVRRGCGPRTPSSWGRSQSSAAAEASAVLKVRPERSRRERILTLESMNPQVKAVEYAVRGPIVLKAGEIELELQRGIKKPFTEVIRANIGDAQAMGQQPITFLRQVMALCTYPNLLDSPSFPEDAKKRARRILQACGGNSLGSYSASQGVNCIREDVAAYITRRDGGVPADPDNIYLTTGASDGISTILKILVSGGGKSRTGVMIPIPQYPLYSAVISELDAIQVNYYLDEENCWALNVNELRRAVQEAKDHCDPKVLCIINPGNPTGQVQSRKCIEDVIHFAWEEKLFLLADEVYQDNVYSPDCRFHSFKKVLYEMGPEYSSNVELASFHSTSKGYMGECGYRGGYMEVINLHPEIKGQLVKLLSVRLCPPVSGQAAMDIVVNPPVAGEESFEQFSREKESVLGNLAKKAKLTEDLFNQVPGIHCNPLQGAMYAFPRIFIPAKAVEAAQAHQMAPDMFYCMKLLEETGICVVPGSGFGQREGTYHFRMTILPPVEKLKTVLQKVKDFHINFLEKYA
#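 Fluorescence of coupled pyruvate oxidase/HRP/Amplex Red system (50uM Amplex, 30 min, dark) reports pyruvate formed by GPT2. Enzyme reaction: 10ng/uL GPT2, 2mM L-alanine, 250uM a-KG, 30 min room temperature, pH 7.5; 50uM AOA control.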
# Starred values were filed as active, the others as inactive; i = inactive; ? = inconclusive; . = no result given; [ ] = dose if it differs, or a comment. Unless noted, the call rests on the fitted dose curve; in most records, active means well fitted curve in the direction sought with a large enough effect; inconclusive means small, poorly fitted or top-dose-only effect, or another doubt; inactive means no such curve, though single readings can be large; an effect the other way counts as inactive or inconclusive. Unless noted, on the % scale 0 is the no-effect control and ±100 the full control effect.
SMILES,HEK cytotox,SNCA expr inhib,FLuc inh,3T3 cytotox,SNCA viab count,IP6K1 inh,GPT2 inhibitor
CN1CCN(C(=O)N2Cc3ccccc3OC3(CCN(C(=O)N(C)C)CC3)C2)CC1,2%,-16%,.,-14%,1%,17,-10%
CN1CC2(CCN(C(=O)Cc3ccc(-n4cnnn4)cc3)CC2)CC1=O,i,-5%,1%,i,5%,-10,i[11.5 µM]
CCCC12CN3CC(CCC)(CN(C1)C3c1ccc(OCc3ccccc3)cc1)C2=O (centres undefined),.,49%[activator],.,.,15%,31,.
CC(=O)Nc1c(C)nn(-c2ccccc2)c1N1CCC(C(=O)NCc2cccc(F)c2)CC1,.,16%,.,.,12%,-7,.
CN1Cc2c(cc(N3CCOCC3)nc2-c2cccc(N[S+](C)(=O)[O-])c2)C1=O,?,107%[activator][87.6 µM],2%[172 µM],14µM*,9%[87.6 µM],20,-14%[88.5 µM]
COC(=O)c1ccc(NC(=O)N2CCCC(c3nn[nH]n3)C2)cc1 (centres undefined),i,1%,0%,0%,8%,-21,i
CS(=O)(=O)N1CCN(C(=O)Nc2ccccc2)C[C@H]1C(=O)N[C@H](Cc1c[nH]c2ccccc12)C(N)=O,-1%,10%,5%,0%,-3%,-3,2%
Cc1ccc(Cl)cc1N1CCN(C(=O)c2cc(S(=O)(=O)N3CCCC3)c[nH]2)CC1,.,?,.,.,-15%,32,.
Cc1noc(C)c1S(=O)(=O)N1CCCC1c1nncn1C1CCCC1 (centres undefined),-21%,9%,.,-18%,3%,16,1%
COCC1CCN(c2ncc(C(C)(C)C(=O)O)c(N3CCOCC3)n2)CC1,0%,24%,-1%,?,4%,19,2%
O=C1CC(c2ccccc2)N(C(=O)CNC(=O)c2cc(-c3ccc(F)cc3)n[nH]2)CCCCCN1 (centres undefined),0%,0%,3%,0%,-11%,12,i
Cc1cc(C)c2oc(C(=O)Nc3c(C(=O)Nc4ccccc4)oc4ccccc34)cc(=O)c2c1,.,0%,.,.,10%,-10,.
Cc1cccc(C(=O)Nc2c(-c3ccc(F)cc3)nc3ccccn23)c1,.,3%,.,.,?,-12,.
O=C(NC1CCCCC1)c1ccc2c(c1)N(Cc1cccc(F)c1)C(=O)c1ccccc1S2,.,24%,.,.,1%,-22,.
O=C(Cn1cnc2nc3c(cc2c1=O)CCCC3)N1CCN(c2ccccc2)CC1,.,23%,.,.,1%,37,.

# Some of the entries so far, as labelled records.
Compound: O=C(NC1CCCCC1)c1ccc2c(c1)N(Cc1cccc(F)c1)C(=O)c1ccccc1S2
  HEK cytotox: .	SNCA expr inhib: 24%	FLuc inh: .	3T3 cytotox: .	SNCA viab count: 1%	IP6K1 inh: -22	GPT2 inhibitor: .

Compound: O=C(Cn1cnc2nc3c(cc2c1=O)CCCC3)N1CCN(c2ccccc2)CC1
  HEK cytotox: .	SNCA expr inhib: 23%	FLuc inh: .	3T3 cytotox: .	SNCA viab count: 1%	IP6K1 inh: 37	GPT2 inhibitor: .

# Other compounds.
SMILES,HEK cytotox,SNCA expr inhib,FLuc inh,3T3 cytotox,SNCA viab count,IP6K1 inh,GPT2 inhibitor
COc1cc(OC)cc(C(=O)NC2CCN(c3cc(-c4ccc(F)cc4)[nH]n3)CC2)c1,?,-41%,-2%,35µM*,-19%,21,-12%
Cc1cccc(-c2noc(CCC(=O)N[C@H]3CC[C@H]3NC3CCCC3)n2)c1,?,-10%,-3%,?,4%,39,-8%
O=C(Cc1ccccc1Cl)Nc1cccc(-c2nnc3n2CCCC3)c1,-10%,-8%,1%,-10%,-8%,6,?
COc1nccnc1NC1CCN(C(=O)NC2CCCC2)CC1,-6%,-2%,19%,-1%,-1%,-7,i
CC(=O)C1=C(OC(=O)C(C)C)c2ccccc2S(=O)(=O)N1Cc1ccccc1,.,5%,.,.,18%,8,.
O=C(OC1C=C(CO)C2C(OC3OC(CO)C(O)C(O)C3O)OC=CC12O)c1ccc(O)cc1 (centres undefined),.,.,.,.,?,12,-9%[27.3 µM]
O=C(CSc1nnc(-c2ccc3c(c2)OCO3)o1)Oc1ccccc1,.,?,.,.,13%,-3,.
COCc1noc([C@@H]2CN(Cc3cnn(C(C)C)c3)C[C@H]2C(N)=O)n1,1%,3%,1%,-7%,2%,4,i
Cc1noc([C@@H]2CC(F)(F)CN2C(=O)c2cc(C)oc2C)n1,-8%,16%,-7%,-4%,-5%,8,-2%
COC1CN(c2cccc(F)c2)C12CCN(C(=O)CC(C)C)CC2 (centres undefined),?,-12%,-1%,-11%,2%,2,-10%
O=C(NCc1ccccc1F)c1ccc2oc(-c3cccnc3)nc2c1,?,-2%,.,-19%,2%,-15,i
C[C@]1(CO)[C@H]2Cc3sc(NC(=O)C4CCC4)nc3[C@@H](CC(=O)NC3CCCC3)[C@]2(C)CC[C@H]1O,i,1%,-1%,-17%,-4%,8,1%
CCN(CC)CCNC(=O)C(=O)NCC(c1cccnc1)N1CCN(c2ccc(F)cc2)CC1 (centres undefined),.,7%,.,.,-1%,14,.
COc1ccc(C2Cn3nnc(-c4noc(COc5cccc(C)c5)n4)c3CO2)cc1 (centres undefined),?,-5%,0%,-9%,2%,25,i
c1cncc(-c2n[nH]c(C3CCCCN3)n2)c1 (centres undefined),23%,-24%,-4%,1%,-5%,-3,-7%
Cc1ccccc1C(=O)N1CCc2nc(C3CC3)nc(-c3ccc(Cl)cc3)c2C1,?,-2%,.,?,-4%,-8,2%
CCOc1ccccc1CN1CCC2(CC1)CC(C(=O)N1CCOCC1)N(C)C2 (centres undefined),-17%,-7%,-4%,-4%,-6%,-10,0%
CC(=O)NC[C@@H]1C=C(C)[C@H](CC(=O)NCc2ccc(F)cc2)C[C@H]1C(C)C,?,-27%[87.6 µM],-3%[172 µM],?,-5%[87.6 µM],-10,2%[88.5 µM]
CCOc1ccc(NC(=O)CSc2ncc3c(n2)-c2ccccc2N(Cc2ccccc2C)S3(=O)=O)cc1,.,-10%,.,.,-1%,16,.
COc1ccc(C(=O)Nc2ccc(NC(=O)c3cccs3)cc2)cc1OC,.,-1%,.,.,?,-56*,.
O=C(NCCc1cccc(F)c1)C1CN(C2CCCC2)C(=O)N1 (centres undefined),-13%[172 µM],29%[87.6 µM],.,-8%[138 µM],2%[12.5 µM],-5,i
Cc1noc(C)c1-c1cc2c(cc(-c3ccccc3)n2C)c(N(C)C)n1,?,-17%[87.6 µM],-18%[172 µM],?,-3%[87.6 µM],-3,-25%[88.5 µM]
COc1cccc(CNC(=O)c2cc(-c3ccccc3)nc3c2cnn3C)c1,?,-11%,.,?,5%,6,0%
Cc1ccc(S(=O)(=O)N2CCCN(C(=O)C3CC3)c3ccccc32)cc1F,?,-12%,-2%,-17%,-6%,0,i
CCN1c2cc(C(=O)NCc3ccncc3)ccc2C(=O)N2CCCCCC21 (centres undefined),?,-6%,-7%,-17%,19%[12.5 µM],-1,-2%
COc1cccc(CCC2CCCN(C(=O)c3ccc(OC)o3)C2)c1 (centres undefined),35µM*,34%,-16%,?,-5%,4,2%
Cc1nn(-c2ccccc2)c2c1C(C)N(C1CCCN([S+](C)(=O)[O-])C1)C2=O (centres undefined),-3%,.,.,?,.,-3,.
O=C(O)CCn1ccc2cc(S(=O)(=O)N3CCCCC3)ccc21,.,-4%,.,.,?,-20,.
O=C(NC1C[C@H]2CC[C@@H](C1)N2C(=O)Nc1ccc2c(c1)OCCO2)c1ccc(F)cc1 (some centres undefined),i,72%[activator],.,-19%,-27%,-2,i
COc1ccc(CCNC(=O)Cc2c(C)c3c(cc(C)c4c(C)c(C)oc43)oc2=O)cc1,.,-3%,.,.,3%,-6,.

# 5 structures out of the list, sorted by length of the SMILES, smallest number first:
SMILES,HEK cytotox,SNCA expr inhib,FLuc inh,3T3 cytotox,SNCA viab count,IP6K1 inh,GPT2 inhibitor
COC1CN(c2cccc(F)c2)C12CCN(C(=O)CC(C)C)CC2 (centres undefined),?,-12%,-1%,-11%,2%,2,-10%
COc1ccc(C(=O)Nc2ccc(NC(=O)c3cccs3)cc2)cc1OC,.,-1%,.,.,?,-56*,.
CCCC12CN3CC(CCC)(CN(C1)C3c1ccc(OCc3ccccc3)cc1)C2=O (centres undefined),.,49%[activator],.,.,15%,31,.
Cc1cccc(-c2noc(CCC(=O)N[C@H]3CC[C@H]3NC3CCCC3)n2)c1,?,-10%,-3%,?,4%,39,-8%
CN1CCN(C(=O)N2Cc3ccccc3OC3(CCN(C(=O)N(C)C)CC3)C2)CC1,2%,-16%,.,-14%,1%,17,-10%

# (continued)
SMILES,HEK cytotox,SNCA expr inhib,FLuc inh,3T3 cytotox,SNCA viab count,IP6K1 inh,GPT2 inhibitor
Cc1ccc(-n2nc(C)c3nc(CCC(=O)Nc4cccc(F)c4)c(=O)n(C)c32)cc1,.,-4%,.,.,7%,-1,.
O=C1CCN(C(=O)C2CCN(C(=O)Cc3cccc(F)c3)CC2)CCCCCCN1,5%,25%,0%,-13%,2%,-8,i
CCOC(=O)c1c(Nc2cccc(C)c2)nnc(-c2ccccc2)c1-c1ccccc1,.,?,.,.,-2%,5,.
CCN(CC)c1ccc(NC(=O)CCn2ccn3nc4c(c3c2=O)CCCC4)c(C)c1,?,-29%,-4%,40µM*,?,18,?
CN(CC(=O)N1CCN(c2ccccc2C#N)C(=O)C1)Cc1ccccc1F,-8%,18%,4%,-1%,-9%,39,2%
CCC(CC)C(=O)Nc1cc(-c2nc3cccnc3s2)ccc1C,.,9%,.,.,14%,34,.
COc1ccc(N(Cc2cccs2)C(=O)COc2cccc(C)c2C)cc1,.,?,.,.,-13%,-3,.
COc1ccc(NC(=O)CSc2nc3nc(C)c(Cc4ccccc4)c(C)n3n2)cc1OC,.,-22%,.,.,0%,20,.
Cc1ccc(CN2C[C@@H]3C(=O)N(Cc4ccc5c(c4)OCO5)C(=O)[C@@H]3C2)cc1C,?,-13%,5%,?,7%,14,-3%
CN1c2cc(C(=O)Nc3ccc(C(N)=O)cc3)ccc2C(=O)N2CCCCC21 (centres undefined),-5%,33%[activator],-8%,?,7%[12.5 µM],12,1%
O=C1Nc2ccc(-c3ccc(Cl)cc3)cc2C(=O)N2CCN(C(=O)c3cccnc3)C[C@H]12,45µM*,-15%,-1%,?,-2%,3,-6%
CC(C)NC(=O)C1CCC(=O)N1C1CCN(C(=O)Cc2ccccc2F)CC1 (centres undefined),-21%,0%,.,-19%,0%,-4,3%
O=C(c1ccc(-c2cnco2)cc1)N1Cc2ccccc2C(O)C1 (centres undefined),-21%,-14%,5%,-10%,-3%,-1,4%
Cc1cccc(CNC(=O)c2nnn3cc(C)[nH]c(=O)c23)c1,7%,5%,-8%,-20%,-11%,-9,i
